Giardia kill = Giardia lamblia killing; Giardia lamblia trophozoite viability; activity change, % at 7.66 µM, hits read low; actives 0.15% (n = 340,000); AID 540267; in the data active = activity change below about -80%; inconclusive = between about -30% and that limit;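 also: parasites exposed to compound for two days anaerobically before the ATP read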
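Giardia trophozoites, 100 cells per well, were exposed to compounds for 48 hrs at 37 deg C under anaerobic conditions; viability was then read as ATP content by bioluminescence after 15-30 min at room temperature.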
USP2a inh = inhibitors of human ubiquitin-specific protease USP2a. Potency, µM (highest dose often 38.3 µM), inactives show at the highest dose activity change, negative = inhibition, hits mostly inhibitors. AID 463254. actives 0.01% (n = 330,000). USP2 core, Ub-CHOP2 coupled fluorogenic reporter, 485/531. O75604;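 also: potency is read from the fitted curve at half-maximal effect; plate controls were DMSO wells for no effect and full inhibition by NEM control for full effect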
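USP2 core (10nM final) preincubated 30min RT with compound in 20mM Tris-HCl pH 8.0, 2mM CaCl2, 2mM beta-mercaptoethanol, 0.05% CHAPS; 25nM Ub-CHOP2 plus 25nM reporter substrate added, fluorescence (Ex485/Em531) read after 60min.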
PKM2 activator = increases activity of human pyruvate kinase M2; P14618; purified PKM2, Kinase-Glo ATP luminescence, activation; response scale: 0% is enzyme alone, no compound; Potency, µM (titrated, usually from 57.5 µM), without a hit: at the top dose activation, most hits filed as activators; actives 0.34% (n = 260,000); AID 1631; also: potency is read from the fitted curve at half-maximal effect; nearly all actives have a fitted effect of over 55% in size
Target sequence (P14618 whole entry, looked up): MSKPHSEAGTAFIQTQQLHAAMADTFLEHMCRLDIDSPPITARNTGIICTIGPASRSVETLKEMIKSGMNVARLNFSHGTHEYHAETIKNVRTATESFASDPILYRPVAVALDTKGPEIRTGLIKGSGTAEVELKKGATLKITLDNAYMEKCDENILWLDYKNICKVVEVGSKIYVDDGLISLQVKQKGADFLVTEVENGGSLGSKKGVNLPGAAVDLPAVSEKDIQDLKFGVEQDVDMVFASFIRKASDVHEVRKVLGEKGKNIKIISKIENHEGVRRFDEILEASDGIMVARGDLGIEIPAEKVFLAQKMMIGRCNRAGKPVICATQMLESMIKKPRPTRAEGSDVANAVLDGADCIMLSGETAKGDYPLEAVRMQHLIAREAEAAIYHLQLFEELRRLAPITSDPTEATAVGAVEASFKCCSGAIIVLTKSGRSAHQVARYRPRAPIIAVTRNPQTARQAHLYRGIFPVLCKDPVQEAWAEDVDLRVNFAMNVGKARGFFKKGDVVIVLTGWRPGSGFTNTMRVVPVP
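Kinase-Glo luminescence reports ATP generated from ADP (0.1 mM) and PEP (0.5 mM) by purified hPK-M2 after 1 h at room temperature, pH 7.2 imidazole buffer; intermediate enzyme activity allows detecting inhibitors and activators.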
KCNH2 WT inh = blocks the wildtype human KCNH2 potassium channel; U2OS, BacMam KCNH2, thallium flux FluxOr; stronger effect = lower value; AID 720551; actives 0.37% (n = 340,000); activity change, % at 1.84 µM;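 active = maximum activity change below -70%; inconclusive = maximum activity change between -70% and -50%; inactive = maximum activity change above -50%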
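U2OS cells were transduced with wild-type KCNH2 virus (2.03 x 10^8 / mL) for 4 h at room temperature, then cultured overnight at 37 C. Thallium flux was read with FluxOr dye. Rate constants were normalized to DMSO controls.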
GALK inhibitor = inhibitors of human galactokinase; P51570; Purified GALK, Kinase-Glo residual ATP luminescence; actives 0.007% (n = 270,000); Potency, µM (doses to about 57.5 µM), for the others: top-dose activity change, negative = inhibition, hits mostly inhibitors; also: potency is read from the fitted curve at half-maximal effect
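Compounds were pin-transferred into ATP buffer (35 uM final), then GALK plus galactose (5 nM, 100 uM final) was added. After 1 h at room temperature, Kinase-Glo Plus was added and luminescence read after 10 min.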
FBPA coupling cs = inhibits coupling enzyme system, counter-screen for aldolase hits | actives 0.67% (n = 290,000) | AID 2472 | coupling enzyme system counterscreen, AmpLite Red fluorescence | activity change, negative = inhibition, % at 58.2 µM, hits read low; in the data active = activity change below about -30%
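Counterscreen of the coupled detection system alone, without aldolase: glyceraldehyde-3-phosphate coupling enzymes plus AmpLite Red readout. Compounds at 57.5 uM final, 10 min RT preincubation, 20 min RT reaction, fluorescence 525/598 nm.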
Eya2 inh = Eya2 (human) phosphatase inhibition; recombinant Eya2, OMFP fluorescence dephosphorylation (OMFP is methylfluorescein phosphate); Potency, µM (titrated, usually from 76.9 µM), inactives show at the top dose activity, negative = inhibition, most hits filed as inhibitors; actives 0.006% (n = 330,000); AID 488837; also: potency is read from the fitted curve at half-maximal effect
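Eya2 (0.2 uM) preincubated 10 min at ambient with compound, then OMFP substrate added at 50 uM; 10 min reaction in 50 mM HEPES pH 7.5, 50 mM NaCl, 5 uM MgCl2, 0.05% BSA, 1 mM DTT. Fluorescence read at Ex 485/Em 525 nm.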
KCNH2 3.1 inh = inhibitors of human KCNH2 3.1 potassium channel isoform; U2OS KCNH2 3.1, thallium flux FluxOr; stronger effect = lower value; activity change, % (tested at about 1.8 µM); actives 0.95% (n = 340,000);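 active = maximum activity change below -70%; inconclusive = maximum activity change from -70% to -50%; inactive = maximum activity change above -50%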;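 also: thallium influx rate constant from kinetic fluorescence after stimulation buffer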
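Normalized rate constant (relative to positive and negative DMSO controls) derived from a 2 min kinetic fluorescence read after stimulation; U2OS cells expressing the 3.1 isoform via virus at 1.77 x 10^8 /mL.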
uPA surface inh = cell surface uPA generation inhibition | cell surface uPA generation assay, qHTS | Potency, µM (highest dose often 38.3 µM), for inactives: at the highest dose activity change, negative = inhibition, most hits filed as inhibitors | actives 0.31% (n = 330,000) | AID 540303; active = well fitted inhibition curve with a large enough effect; inconclusive = small, poorly fitted or top-dose-only effect; inactive = no such curve, though single readings can be large or run the other way; tested in mouse RAW 264.7 cells; also: potency is read from the fitted curve at half-maximal effect; nearly all actives have a fitted effect of over 55% in size
Chronic BCR inh = blocks chronic active B-cell receptor signaling | ABC-DLBCL IkBa-CBG/CBR reporter, luminescence ratio, 4 h | AID 493014 | Potency, µM (doses to about 46.1 µM), for the others: at the top dose ratio change, negative = lower green/red ratio, hits mostly inhibitors | actives 0.05% (n = 340,000); active = well fitted inhibition curve with a large enough effect in the signal ratio, with a control signal flat, not every such curve was filed as active; inconclusive = small, poorly fitted or top-dose-only effect, or effect the other way, or a change in a side signal; the % refers to the signal ratio;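 also: potency is read from the fitted curve at half-maximal effect; plate controls were basal doxycycline-induced cells for no effect and cells given 10 µM MG132 for full effect; MG132 reads +100%, hits lower the ratio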
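Cell line TMD8 (human ABC DLBCL), stably expressing tet-inducible CBG68-IkBa fusion and CBR; IMDM/0.5% FBS; cpd up to 46 uM; dox induction, 4 h, 37C/5% CO2; dual luminescence; green/red ratio; MG132 control.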
B2AR arrestin = agonists driving beta-arrestin recruitment to human beta2-adrenergic receptor; beta-arrestin recruitment to beta2AR, cell-based reporter; Potency, µM (series often up to 46.1 µM), inactives show at the top dose activation, most hits filed as activators; actives 0.02% (n = 330,000); AID 492947;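 also: potency is read from the fitted curve at half-maximal effect; 0% = DMSO controls and full agonism = EC100 isoproterenol or metaproterenol; nearly all actives have a fitted effect of over 65% in size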
Target sequence (P07550 whole entry, looked up): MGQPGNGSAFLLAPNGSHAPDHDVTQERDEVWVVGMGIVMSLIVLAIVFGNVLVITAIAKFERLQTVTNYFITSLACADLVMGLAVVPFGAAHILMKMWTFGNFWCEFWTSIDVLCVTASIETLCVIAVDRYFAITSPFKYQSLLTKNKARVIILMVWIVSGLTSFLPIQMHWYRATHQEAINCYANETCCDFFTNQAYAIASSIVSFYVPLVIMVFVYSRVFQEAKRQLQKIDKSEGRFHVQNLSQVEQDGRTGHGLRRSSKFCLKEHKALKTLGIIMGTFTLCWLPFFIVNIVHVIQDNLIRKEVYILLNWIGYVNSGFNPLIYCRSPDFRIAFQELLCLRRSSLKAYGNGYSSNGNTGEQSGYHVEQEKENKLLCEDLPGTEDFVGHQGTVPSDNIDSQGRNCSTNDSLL
* hit, by the source's call; ? = inconclusive; · = not tested or not shown; [ ] = another dose, or the depositor's remark. Unless noted, calls follow the shape of the dose curve; as a rule, active = well fitted curve in the direction sought with a large enough effect; inconclusive = small, poorly fitted or top-dose-only effect, or another doubt; inactive = no such curve, though single readings can be large; an effect the other way counts as inactive or inconclusive. Unless noted, % is scaled to controls: 0 for no effect and ±100 for the full control effect.

SMILES	Giardia kill	USP2a inh	PKM2 activator	KCNH2 WT inh	GALK inhibitor	FBPA coupling cs	Eya2 inh	KCNH2 3.1 inh	uPA surface inh	Chronic BCR inh	B2AR arrestin
COc1ccc(NC(=O)c2sc3ncn(CC(=O)N4CCN(c5ccccn5)CC4)c(=O)c3c2C)cc1OC	-14.8	3.0%	0.2%	1.3	-0.3%	2.6	-4.6%	0.7	5.7%	3.4%	-0.5%
Cc1sc2ncn(CC(=O)NCCCC(=O)Nc3ccc(C(C)C)cc3)c(=O)c2c1C	1.2	3.3%	-0.1%	-3.8	1.7%	2.0	-9.8%	-20.2	·	0.8%	-1.0%
CCOc1ccc(NC(=O)CSc2nnc(-c3ccccn3)n2N)cc1	-10.1	3.9%	-0.8%	2.6	2.1%	2.9	0.9%	2.7	-0.3%	1.0%	0.4%
COc1ccc(CC(=O)NCc2nnc(SCC(=O)c3ccc(OC)cc3)n2C)cc1	17.3	0.8%	-2.3%	-16.9	0.2%	5.4	0.6%	-2.0	-1.9%	0.2%	0.0%
COc1ccc(OC(=O)COc2cccc(C)c2)cc1	12.6	2.4%	0.0%	9.0	-5.5%	0.6	3.8%	-13.4	-1.0%	-0.9%	-0.3%
CCn1c(SCc2cccnc2)nnc1-c1c[nH]c2ccccc12	-1.5	1.7%	-2.5%	-7.2	1.7%	2.4	-8.0%	8.9	-9.7%	8.8%	-0.1%
O=C(O)c1ccccc1Oc1ccc(Oc2ccccc2)cc1	16.8	0.5%	-2.1%[11.5 µM]	6.3	6.8%	12.6	9.6%	11.7	11.2%	6.4%	-0.3%
CN(C(=O)CN1CCC(NC(=O)c2ccccc2Br)CC1)C1CCCCC1	-12.8	0.5%	2.7%	4.6	0.9%	4.0	2.2%	19.8	0.4%	-3.5%	-1.1%
O=C(CN1C(=O)c2ccc([N+](=O)[O-])cc2C1=O)NCc1ccc(C(=O)O)cc1	-21.4	-1.4%	-0.5%	-2.8	-1.4%	0.2	-7.5%	-15.9	0.2%	1.2%	0.5%
COc1ccc(N2C(=O)NC(NS(=O)(=O)c3ccccc3)(C(F)(F)F)C2=O)cc1 (configuration not stated)	-4.4	-0.1%	0.2%	-23.3	-0.7%	2.1	-1.7%	9.6	21.7%	6.1%	0.2%
COc1cccc(-c2csc(N3CCN(C(=S)Nc4cccc(Cl)c4)CC3)n2)c1	0.4	1.0%	2.4%	12.1	-2.6%	0.5	18.8%	-0.7	-18.6%	?	0.1%
Cc1nc(SC(C)C(=O)Nc2cccc(C(F)(F)F)c2)c2c(C)c(C(=O)O)sc2n1 (configuration not stated)	-7.7	0.0%	-5.5%	10.1	7.6%	18.0	12.1%	-6.0	-2.5%	7.5%	-0.3%
CCc1ccc(NC(=O)CSc2nc3cc(C(=O)OC)ccc3c(=O)n2CC2CCCO2)cc1 (configuration not stated)	-14.6	1.2%	-2.1%	-4.4	0.1%	4.2	-16.7%	-30.3	-6.3%	-3.0%	0.1%
O=C1/C(=C/c2ccncc2)CCC/C1=C\c1ccncc1	?	3.9%	12.9%	-4.2	-13.8%	2.7	-2.4%	3.2	-14.9%	?	-0.2%
CC(=O)Nc1ccc(OCC(O)Cn2ccnc2C)cc1 (configuration not stated)	6.3	3.9%	-15.4%	-3.3	8.1%	-0.7	-5.1%	7.9	11.9%	2.7%	-0.1%
COC(=O)c1sc(-c2ccccc2)cc1NC(=O)C1CC1	-15.9	-4.9%	-2.8%	-8.0	-2.1%	-3.5	-15.3%	-16.1	-3.9%	3.4%	0.5%
COCCOC(=O)C1=C(C)NC(=O)NC1c1c(OC)ncnc1OC (configuration not stated)	17.8	-1.5%	-0.3%	0.6	0.9%	0.1	7.5%	2.5	-0.8%	0.1%	-0.3%
Cc1c(C(=O)N2CCOCC2)sc(NC(=O)c2ccc3c(c2)OCO3)c1C#N	-0.2	-0.4%	-0.6%	8.7	-2.7%	-0.5	-8.0%	4.6	2.1%	6.6%	0.0%
COc1ccc(Cl)cc1NC(=O)CN(C)C(=O)CN1C(=O)NC2(CCCC2)C1=O	8.5	-4.2%	·	5.3	·	·	-5.5%	14.1	-5.0%	0.8%	-0.2%
CCOC(=O)c1ccc(S(=O)(=O)N2CCN(C(=O)c3cc4ccccc4o3)CC2)cc1	-23.6	1.2%	·	6.7	·	·	31.4%	-14.0	-9.3%	0.1%	0.1%
O=C(NC(=S)Nc1nc2c(s1)CCCC2)c1ccccc1	?	4.2%	-5.2%	-8.3	1.4%	-1.9	-9.7%	-8.4	4.3%	4.2%	-0.4%
CCCC(=O)Nc1sc(Cc2ccccc2)c(C)c1C(N)=O	6.3	0.8%	-9.3%	-16.0	5.1%	-7.2	-10.2%	-2.9	-7.9%	?	-0.7%
CCC(SC1=Nc2ccccc2C2=NC(CC(C)C)C(=O)N12)C(=O)Nc1ccc2c(c1)OCO2 (configuration not stated)	-5.4	1.5%	11.3%	6.7	-1.0%	-0.9	-17.4%	-3.9	-4.0%	-2.8%	-0.8%
CCOP(=O)(OCC)C(Nc1ccc(OC)cc1)c1ccco1 (configuration not stated)	8.2	0.3%	11.4%	-8.5	-1.8%	2.1	-2.6%	3.0	5.7%	0.3%	-0.2%
CC1=C(C(=O)Nc2ccc(C)cn2)C(c2cnn(C)c2)C2=C(CCCC2=O)N1 (configuration not stated)	6.1	1.6%	-2.9%	-9.0	·	-0.2	-3.4%	-12.0	3.9%	2.4%	0.9%
CCn1c(SCC(=O)Nc2cc(C)on2)nnc1-c1ccc(S(=O)(=O)N2CCCC2)cc1	2.4	2.7%	-3.2%	-14.5	-4.6%	-1.4	4.9%	-0.7	1.1%	1.0%	-0.3%
O=c1[nH]c2ccc(S(=O)(=O)N3CCCCC3)cc2o1	21.6	0.3%	3.4%	-21.8	-1.6%	7.5	2.8%	-6.5	-0.5%	-14.4%	-0.3%
Cc1ccc(S(=O)(=O)/C=C/c2ccccc2)cc1	-1.2	6.0%	24.3%	-14.4	1.7%	3.0	3.3%	10.2	2.9%	6.3%	0.2%
O=C(CN(C(=O)CCC(=O)Nc1nccs1)c1ccc(F)cc1)NCc1ccc(F)cc1	4.4	1.0%	·	-7.0	-1.6%	1.6	-13.5%	-4.5	-9.8%	-1.4%	-0.5%
CCOC(=O)N/N=C/c1ccccc1OCc1ccc(Cl)cc1	-7.9	-0.9%	5.2%	2.2	2.7%	-1.4	2.1%	-1.4	-8.1%	-0.9%	-0.9%
COc1ccc(N(CC(=O)NCc2ccc(F)cc2)C(=O)CCC(=O)Nc2nccs2)cc1	12.3	-1.0%	-2.2%	4.9	0.6%	1.7	-14.9%	-27.8	-4.4%	7.6%	-0.5%
COc1ccc(NC(=O)Nc2cccc3ccccc23)cc1OC	-3.1	0.0%	-12.5%	9.6	7.1%	·	-20.4%	1.4	11.7%	?	-1.0%
CC(=O)Nc1ccc(S(=O)(=O)NCCCCNS(=O)(=O)c2ccc(NC(C)=O)cc2)cc1	6.7	-1.5%	·	6.4	·	2.6	7.6%	17.3	8.8%	-3.1%	1.0%
CCOC(=O)N1CCC(N2CCN(S(=O)(=O)CC)CC2)CC1	2.1	2.2%	1.3%	-1.2	0.0%	-1.0	-0.9%	-4.8	-2.8%	0.5%	-0.1%
O=C(c1ccc(Br)cc1)C1CCc2occc2C1=O (configuration not stated)	-6.5	2.5%	-1.1%	-12.5	0.2%	-2.4	2.2%	-2.6	0.6%	2.4%	0.0%
Cc1cccc(Cn2cnc3c(nnn3Cc3ccccc3F)c2=O)c1	8.8	-5.0%	14.8%	12.3	2.8%	0.7	12.1%	4.5	·	3.5%	0.0%
Cn1nc(-c2ccccc2)c(/C=N/O)c1Cl	-2.4	-0.2%	0.4%	43.0	1.3%	-2.4	-1.4%	1.1	-2.3%	0.2%	0.4%
O=C(Nc1ccccc1C(=O)N1CCCCC1)C1CCCCC1	4.2	-1.3%	0.5%	-10.0	1.9%	4.1	2.1%	0.8	·	0.9%	0.2%
O=C(NCC(c1cccs1)N1CCOCC1)c1ccccc1NS(=O)(=O)c1ccc(Br)cc1 (configuration not stated)	-6.2	1.6%	1.5%	-8.1	0.1%	-4.8	6.4%	3.3	-7.1%	-0.1%	-0.7%

Screening results from PubChem.
